West Nile antiviral = West Nile virus antiviral activity, cell-based, CPE readout (AID 1621); actives 0.02% (n = 290,000); CPE inhibition, % at 10 µM, or IC50 in µM where a hit was titrated; West Nile virus-infected cells, CPE inhibition; higher % means a stronger effect; in the data active = a potency from the dose series; inconclusive = CPE inhibition mostly from about 3.7% at the one dose, without a potency; inactive = the rest, 99 in 100 with CPE inhibition below about 2.2%; also: strong numbers were not always called active
RSV CPE inhibition = RSV antiviral activity via CPE protection, HEp-2 cells, primary 10 µM value included (AID 2391) | HEp-2 cells, RSV-induced CPE inhibition; higher % means a stronger effect | CPE inhibition, % at 10 µM; hits with a dose series show IC50 in µM | actives 0.13% (n = 310,000); in the data active = a potency from the dose series; inconclusive = CPE inhibition mostly from about 23% at the one dose, without a potency; inactive = the rest, 99 in 100 with CPE inhibition below about 21%; also: strong numbers were not always called active
SV40 large T antigen = TAg ATPase/helicase activity blockers – biochemical (AID 1903); SV40 large T antigen ATPase/helicase inhibition assay; higher % means a stronger effect; inhibition, % at 20 µM, or IC50 in µM where a hit was titrated; actives 0.39% (n = 310,000); in the data active = a potency from the dose series; inconclusive = inhibition mostly from about 32% at the one dose, without a potency; inactive = the rest, 99 in 100 with inhibition below about 32%; also: strong numbers were not always called active
WT yeast gro inh = growth inhibition of WT yeast, mitochondrial fusion screen | mitochondrial fusion phenotypic screen, WT strain | inhibition, % at 10 µM | actives 2.1% (n = 190,000) | AID 1362; in the data active = inhibition above about 58%; tested in S. cerevisiae
XIAP displacement = XIAP antagonists, biochemical, IAP family, fluorescence polarization (AID 1018). XIAP BIR domain, fluorescence polarization peptide displacement; higher % means a stronger effect. displacement, % at 20 µM, or IC50 in µM where a hit was titrated. actives 0.007% (n = 200,000); in the data active = displacement above about 50%; also: a part of the inactive calls stands beside numbers as strong as those of hits
UTI89 phage lysis = inhibition of K1F phage lysis, E. coli UTI89, bacterial capsule biogenesis inhibitors, alamar blue (AID 488966) | E. coli UTI89 K1F phage lysis, alamar blue, 2 h; higher % means a stronger effect | one-dose inhibition, % at 100 µM; IC50 in µM for titrated hits | actives 0.02% (n = 340,000);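 active = phage lysis inhibition, versus mean bacterial control, above a set limit; inconclusive = no clear call, values can overlap the other calls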;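 also: capsule biogenesis inhibitors block K1F phage lysis so surviving cells raise fluorescence; higher fluorescence means more inhibition of phage lysis; actives were called in the ten point dose series up to 300 µM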
ER stress rescue = protection against thapsigargin-triggered cell killing – 384-well, CSM14.1, ATP luminescence, primary screen (AID 1222). 190,000 tested, under 10 active. one-dose cellular ATP content (survival), % at 20 µM; EC50 in µM for titrated hits. CSM14.1 thapsigargin-induced death rescue, ATP luminescence; higher % means a stronger effect;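 active = EC50 below 50 µM in the dose-response confirmation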;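 also: death triggered by thapsigargin at about 15 µM added after 2 h compound pretreatment; cell ATP read after overnight thapsigargin exposure of roughly 18 to 22 hours; normalized against plate controls of thapsigargin alone and 5% DMSO vehicle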
Yfh1-depleted yeast = mitochondrial function rescue without frataxin homolog – Friedreich's ataxia, plus single-dose screen, dose response (AID 1465) | S. cerevisiae Yfh1-off respiration, WST-1 reduction, 72 h; higher fold induction means a stronger effect | fold induction at 50 µM, or EC50 in µM where a hit was titrated | actives 0.074% (n = 220,000);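 active = fold induction of absorbance versus untreated yeast above a set limit, then at least 30% activation at any dose in follow-up; inconclusive = repeats straddling the limit, or above it without dose testing; inactive = fold induction below the set limit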;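 also: activators that raise dye reduction in frataxin-depleted yeast; strong numbers were not always called active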
NS5 inhibitors = Dengue-2 NS5 methyltransferase inhibitors, primary screen, biochemical, confirmation dose response (AID 588689); Dengue-2 NS5 methyltransferase capping enzyme assay, biochemical; higher % means a stronger effect; inhibition, % at 25 µM, or IC50 in µM where a hit was titrated; actives 0.3% (n = 340,000); in the data active = a potency from the dose series; inconclusive = inhibition above about 29% without an active follow-up result
WT yeast gro inh mutant strain = recorded beside WT yeast gro inh, whose call it bears; inhibition, %; mitochondrial fusion phenotypic screen, mutant strain inhibition
NS5 inhibitors pilot replicate = second read-out of NS5 inhibitors, no call of its own (marks repeat the call); inhibition, %; measured here: pilot screen replicate inhibition
Numbers without * were called inactive; i = inactive; ? = inconclusive; / = no result given; & = joins results of further samples; [ ] = another dose, or the depositor's remark. Rows were taken by chance; 2.2% or so of the library scored in one or more.

SMILES	West Nile antiviral	RSV CPE inhibition	SV40 large T antigen	WT yeast gro inh	WT yeast gro inh mutant strain	XIAP displacement	UTI89 phage lysis	ER stress rescue	Yfh1-depleted yeast	NS5 inhibitors	others
Cc1csc(C(C#N)C(=O)c2ccncc2)n1 (stereo unspecified)	/	1.1%	7%	-26	-3	-4.5%	0.5%	0.5%	/	3%
Cc1cccc(NC(=O)CSCC(=O)Nc2sccc2C#N)c1	/	-1.2%	15%	/	/	/	1.1%[50 µM]	/	/	-4%
CCN=C1SC(CC(=O)NC2CCCCC2)C(=O)N1CC (stereo unspecified)	-0.2%	-0.9%	1%	14	7	1.3%	1.9%	-1.7%	i	2%
COc1ccc(-n2c(C)cc(/C=N/Nc3nc(N4CCOCC4)nc(N4CCOCC4)n3)c2C)cc1	-0.2%	1.9%	4%	14	-4	-4.0%	3.1%	0.0%	i	-3%
Cc1nnsc1S(=O)(=O)Cc1ccccc1C(F)(F)F	0.1%	-0.6%	7%	1	4	-7.8%	0.5%	/	i	-3%
COc1ccc(N2CCN(C(=O)CN3C(=O)NC4(CCCc5ccccc54)C3=O)CC2)cc1 (stereo unspecified)	/	0.1%	21%	/	/	/	0.7%[50 µM]	/	/	-13%
COC(=O)C1=C(C(=O)OC)[C@@H]2N(Cc3ccccc3)c3ccccc3[C@@]23C[C@@H](C(=O)OC)N(C(=O)c2cc(C)oc2C)C3=N1	0.5%	5.5%	5%	/	/	/	1.8%	/	i	2%
CCc1c(C)c2nncn2[nH]c1=O	/	1.3%	-2%	/	/	-7.1%	-1.5%	-1.6%	/	-4%
CCCCNC(C(=O)Nc1cccc(S(=O)(=O)N2CCOCC2)c1)c1ccccc1 (stereo unspecified)	-1.2%	1.7%	4%	5	-27	-16%	0.3%	0.1%	i	-2%
Cc1cccc(C)c1OCCn1nc(C(=O)O)c2ccccc2c1=O	-0.1%	1.3%	10%	-12	-17	-4.9%	0.4%	-4.0%	i	-5%
Cc1ccc(-n2nc3c(c2NC(=O)C2CCCC2)CS(=O)(=O)C3)cc1	0.8%	1.3%	7%	/	/	/	-0.4%	/	/	-15%
Cc1ccc2[nH]c(=O)c(CNC(C)(C)C)cc2c1	0.2%	-0.6%	2%	5	21	-2.8%	-0.7%	-1.0%	i	-4%

Three consecutive records out of the list so far:
SMILES	West Nile antiviral	RSV CPE inhibition	SV40 large T antigen	WT yeast gro inh	WT yeast gro inh mutant strain	XIAP displacement	UTI89 phage lysis	ER stress rescue	Yfh1-depleted yeast	NS5 inhibitors	others
Cc1csc(C(C#N)C(=O)c2ccncc2)n1 (stereo unspecified)	/	1.1%	7%	-26	-3	-4.5%	0.5%	0.5%	/	3%
Cc1cccc(NC(=O)CSCC(=O)Nc2sccc2C#N)c1	/	-1.2%	15%	/	/	/	1.1%[50 µM]	/	/	-4%
CCN=C1SC(CC(=O)NC2CCCCC2)C(=O)N1CC (stereo unspecified)	-0.2%	-0.9%	1%	14	7	1.3%	1.9%	-1.7%	i	2%

Further results
SMILES	West Nile antiviral	RSV CPE inhibition	SV40 large T antigen	WT yeast gro inh	WT yeast gro inh mutant strain	XIAP displacement	UTI89 phage lysis	ER stress rescue	Yfh1-depleted yeast	NS5 inhibitors	others
O=C(CSc1nc2ccccc2n1CC(=O)N1CCCC1)Nc1nccs1	-0.5%	0.3%	2%	-16	-24	-3.8%	0.0%	-3.7%	i	6%
COc1cc(CNCc2cc(OC)ccc2OC)cc(OC)c1	-1.0%	-0.5%	2%	/	/	/	-3.0%	/	/	-5%
CCOC(=O)c1cnc2c(-c3ccccc3)cnn2c1C	0.1%	15%	-2%	9	-18	-5.5%	0.0%	0.0%	i	-5%
Cc1cc(S(=O)(=O)NCc2ccc(S(N)(=O)=O)cc2)c(C)s1	-0.1%	1.2%	0%	-12	-19	-1.0%	0.2%	-1.0%	i	2%	NS5 inhibitors pilot replicate=0.6
CC(=O)Nc1cc(S(=O)(=O)Nc2cccc(C)c2)c(C)cc1C	-0.4%	0.3%	25%	7	18	-3.8%	0.1%	-0.3%	i	-8%
CC(=O)Nc1cccc(-c2csc(N)n2)c1	0.2%	0.1%	26%	-7	7	-2.0%	-0.2%	-1.4%	i	-13%
Cc1ccc(/C=C2\CCn3c2nc2cc(C(=O)O)ccc2c3=O)c(C)c1	-0.4%	3.1%	15%	/	/	/	-0.3%	/	/	-2%
Cn1c(SCC(N)=O)nnc1-c1ccccc1	-0.1%	-0.4%	-2%	-6	1	-4.2%	0.1%	-4.1%	i	-4%
c1ccc(OCCOc2cccc3cccnc23)cc1	-0.7%	3.8%	8%	7	-4	-1.7%	3.2%	-2.7%	i	-7%
Cc1ccc(C(=O)NCCc2nnc3c(C(F)(F)F)cc(Cl)cn23)o1	0.9%	2.4%	13%	/	/	/	0.2%	/	/	-2%
O=C(c1ccc(C(F)(F)F)cc1)N1CCN(c2ccc(N3CCOCC3)nn2)CC1	/	-0.8%	8%	/	/	/	-0.5%	/	/	3%
CC1(C)S[C@@H]2[C@H](NC(=O)[C@H](C(=O)O)c3ccsc3)C(=O)N2[C@H]1C(=O)O	/	/	20%	18	11	-5.4%	/	-0.7%	/	/
O=C(COc1ccc(F)cc1)Nc1nnc(-c2ccncc2)s1	0.2%	0.0%	7%	-5	3	-19%	0.3%	-0.1%	i	26%	NS5 inhibitors pilot replicate=7.0
COc1ccc(-n2c(Cc3cccn3C)nnc2SCC(=O)Nc2cccc(OC)c2)cc1	-0.4%	-0.1%	4%	1	-13	-5.6%	-3.7%	/	i	-5%
Cc1ccsc1/C=N/n1c(C2CCCCC2)n[nH]c1=S	-0.4%	2.0%	20%	-17	2	-3.1%	4.2%	1.7%	i	-1%
CC1CCCC(C)N1C(=O)CN1C(=O)C(C)(C)Oc2ccc(C(=O)NC3CCCC3)cc21 (stereo unspecified)	-0.4%	4.2%	5%	-19	-5	-6.2%	0.9%	1.6%	i	0%
COc1cc(C(C(=O)NC2CCCC2)N(C(=O)c2ccco2)c2ccccc2C(C)=O)cc(OC)c1OC (stereo unspecified)	-0.6%	0.2%	1%	/	/	/	2.2%	/	/	1%
O=C(Nc1ccc(Cl)c(Cl)c1)N(CCCN1CCOCC1)Cc1cccs1	-0.4%	-0.4%	2%	19	18	-1.6%	-0.1%	-0.8%	i	-5%
Cc1csc(SCC(=O)N2CCN(S(=O)(=O)c3ccc(Cl)cc3)CC2)n1	/	1.2%	-3%	-19	16	-11%	-1.6%	0.4%	/	-2%
C=CCC1(CC=C)CCCN1C(=O)CC1C(=O)NCCN1Cc1cccc(OC)c1 (stereo unspecified)	-0.4%	1.4%	6%	-2	1	-4.3%	-1.6%	0.7%	i	2%
O=C(CN1CCN(c2ccccc2F)CC1)N1N=CCC1c1ccccc1 (stereo unspecified)	-0.9%	1.1%	30%	7	9	-6.0%	0.9%	-3.5%	i	-10%
O=C(c1cccc(S(=O)(=O)Nc2cccc(C(F)(F)F)c2)c1)N1CCCCC1	-0.4%	2.1%	-2%	-18	5	-12%	0.0%	-1.7%	i	-3%
CCOc1cc(C2/C(=C(/O)c3ccc(S(=O)(=O)N4CCCCC4)cc3)C(=O)C(=O)N2CCOC)ccc1O (stereo unspecified)	0.0%	0.0%	5%	/	/	/	0.1%	/	/	23%
COc1ccc(NC(=O)N2CCCc3ccccc32)cc1	-0.6%	-0.1%	-1%	-2	-16	-3.7%	0.6%	-0.8%	i	1%	NS5 inhibitors pilot replicate=-5.2
Cc1cc2nc(SCC(=O)N(C)C)c3c(c2cc1C)CCCC3	0.6%	8.2%	10%	1	10	-0.2%	-0.2%	-0.7%	i	-1%
CCNC(=O)CC1SC(=Nc2ccccc2C)N(C)C1=O (stereo unspecified)	0.9%	-0.6%	4%	-8	-11	-4.6%	0.3%	-2.5%	i	-10%
COc1ccc(/C=N/NC(=S)Nc2ccccc2)cc1COc1ccccc1F	-0.6%	2.5%	5%	0	-2	-3.9%	/	-0.7%	i	/
C=C1CCC[C@]2(C)C[C@H]3OC(=O)C(CNCC(OC)OC)[C@H]3CC12 (stereo partly specified)	1.1%	1.5%	9%	/	/	/	0.0%	/	/	-7%
CC1CN(c2ncnc3c2cnn3-c2ccc(Cl)cc2)CC(C)O1 (stereo unspecified)	0.0%	5.6%	4%	20	12	-0.4%	-0.1%	0.6%	i	-2%
Cc1cc(C(=O)CS(=O)(=O)c2ccc(Cl)cc2)cc(C)c1O	-0.7%	1.7%	-10%	/	/	/	0.1%	/	/	-2%
COc1ccc2no[n+]([O-])c2c1	-0.1%	-2.6%	-1%	/	/	/	/	/	i	/
CO/N=C(\C(=O)N[C@@H]1C(=O)N2C(C(=O)O)=C(COC(C)=O)CS[C@H]12)c1csc(N)n1 (stereo in doubt)	0.9%	1.9%	10%	6	-7	74%	-7.1%&-6.5%&-8.9%	0.2%	i	-7%&4%&-3%
Cc1cccc(C)c1NC(=S)N=Nc1c(O)n(C)c2ccc(S(=O)(=O)N3CCOCC3)cc12	-0.6%	1.1%	9%	-5	-7	-3.6%	12%	11%	i	-2%
Cc1cc(C=O)c(C)n1-c1ccc(N2CCOCC2)c([N+](=O)[O-])c1	-0.3%	?	6%	-11	-3	-6.9%	1.9%	-0.4%	i	2%
CC(=O)Nc1ccc(S(=O)(=O)Nc2nc3ccccc3nc2Nc2ccccc2)cc1	0.4%	11%	2%	-12	12	-5.3%	0.1%	-3.3%	i	-19%
O=c1[nH]c(CSc2nnc(-c3ccncc3)n2Cc2ccco2)nc2ccccc12	0.1%	-1.1%	13%	4	-5	-5.6%	0.1%	2.0%	i	-6%
Cc1cccc(NC(=O)c2c(O)c3cccc4c3n(c2=O)CCC4)n1	-0.1%	/	23%	9	17	-2.7%	/	0.8%	i	/
O=C(NCC1CCCO1)c1sc(=S)n2c1[nH]c(=O)c1ccc(C(=O)N3CCCCC3)cc12 (stereo unspecified)	1.5%	5.9%	17%	-2	16	0.1%	3.3%	-2.4%	i	-4%
COc1cc(CO)cc(Br)c1OCC(=O)N1CCCCC1	0.5%	1.2%	9%	-17	-9	-6.5%	0.3%	0.0%	i	2%
O=C(c1ccco1)N1CCN(C(c2cccs2)c2sc3ncnn3c2O)CC1 (stereo unspecified)	0.2%	0.7%	7%	-15	-5	-18%	0.6%	2.6%	i	-1%
O=c1c(O)c(-c2ccc(O)c(O)c2)oc2cc(O)cc(O)c12	0.9%	2.7%	16µM*	/	/	/	-5.1%	/	/	0%

Screens: PubChem BioAssay, several laboratories
